Bioassay records as filed in PubChem BioAssay.
ABCB6 inh 2 – blocks the human ABCB6 transporter. K562-ABCB6 porphyrin accumulation, flow cytometry, 1 h; active compounds read low. Q9NP58. 360,000 tested, 0.19% active. fluorescence ratio to DMSO, % at 10 µM. AID 602162;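 active means fluorescence ratio to DMSO below 75%, the collection mean minus 3 SD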;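 further: signal is porphyrin accumulated inside mitochondria; 100% equals median channel fluorescence of DMSO control wells; lower ratio means ABCB6 inhibition with less porphyrin fluorescence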
MC4R antagonist – blocks human MC4R cAMP signaling; inhibition, % at 6.5 µM; 360,000 tested, 0.48% active; MC4R-expressing cells, MTII-stimulated cAMP, LANCE TR-FRET;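 active means inhibition above its plate's cutoff, the mean of tested wells on that plate plus 3 SD, cut at about 29% in these data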;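 further: 0% = Melanotan II alone and 100% = Melanotan II plus saturating MCL0020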
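Assay system: U2OS cells stably expressing human melanocortin 4 receptor (MC4R) / Dosing: 6.5 µM / Timing: compound 30 min, challenge 1 h, detection 1 h / Measured by: Eu-cAMP/anti-cAMP TR-FRET, emission 671 nm / Replicates: singlicate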
SRC2 inh – human SRC2 (NCOA2) inhibition | inhibition, % at 9 µM | Q15596 | 370,000 tested, 0.17% active | HEK293 GAL4-SRC2 luciferase reporter, luminescence;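 active means inhibition above the mean inhibition of all tested compounds plus 3 SD, set per campaign, cut at about 52% in these data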;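 further: 0% = DMSO treated cells and 100% = cells given Gossypol at 36 µM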
NOD2-RIPK2 inh – blocks binding of human NOD2 to RIPK2; O43353; CHO BLA complementation NOD2-RIPK2, CCF4 ratio; inhibition, % at 4.98 µM; 360,000 tested, 0.38% active; AID 624267; in the data active means inhibition above about 21%;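 further: 0% = vehicle only and 100% = reference blocker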
HTR2A ag – activates the mouse 5-HT2A serotonin receptor; P35363; CHO-K1 mHTR2A beta-arrestin complementation, luminescence; percent of 30 µM serotonin response; activation, % at 7.6 µM; 360,000 tested, 0.66% active; AID 624169;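 active means activation above a run cutoff, the mean activation of all tested compounds plus 3 SD, cut at about 14% in these data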;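 further: 0% = plate median of compound wells and 100% = 30 µM serotonin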
TLR9-MyD88 block – TLR9-MyD88 interaction inhibition | CHO BLA complementation TLR9-MyD88, CCF4 FRET ratio | inhibition, % at 4.98 µM | 340,000 tested, 0.21% active | AID 504734;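 active means inhibition above the mean over all tested compounds plus 3 SD, cut at about 21% in these data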;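 further: 0% = DMSO only wells and 100% = clavulanate BLA inhibitor control wells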
Target sequence (Q99836 whole entry, looked up): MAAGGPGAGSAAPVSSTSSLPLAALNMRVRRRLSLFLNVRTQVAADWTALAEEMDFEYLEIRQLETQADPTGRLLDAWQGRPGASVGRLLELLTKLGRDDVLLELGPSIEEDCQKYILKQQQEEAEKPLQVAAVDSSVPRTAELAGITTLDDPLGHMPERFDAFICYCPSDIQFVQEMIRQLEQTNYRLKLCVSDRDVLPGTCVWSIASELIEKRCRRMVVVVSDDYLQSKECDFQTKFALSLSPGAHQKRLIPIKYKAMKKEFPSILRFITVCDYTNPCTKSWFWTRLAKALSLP
Target sequence (Q9NR96 whole entry, looked up): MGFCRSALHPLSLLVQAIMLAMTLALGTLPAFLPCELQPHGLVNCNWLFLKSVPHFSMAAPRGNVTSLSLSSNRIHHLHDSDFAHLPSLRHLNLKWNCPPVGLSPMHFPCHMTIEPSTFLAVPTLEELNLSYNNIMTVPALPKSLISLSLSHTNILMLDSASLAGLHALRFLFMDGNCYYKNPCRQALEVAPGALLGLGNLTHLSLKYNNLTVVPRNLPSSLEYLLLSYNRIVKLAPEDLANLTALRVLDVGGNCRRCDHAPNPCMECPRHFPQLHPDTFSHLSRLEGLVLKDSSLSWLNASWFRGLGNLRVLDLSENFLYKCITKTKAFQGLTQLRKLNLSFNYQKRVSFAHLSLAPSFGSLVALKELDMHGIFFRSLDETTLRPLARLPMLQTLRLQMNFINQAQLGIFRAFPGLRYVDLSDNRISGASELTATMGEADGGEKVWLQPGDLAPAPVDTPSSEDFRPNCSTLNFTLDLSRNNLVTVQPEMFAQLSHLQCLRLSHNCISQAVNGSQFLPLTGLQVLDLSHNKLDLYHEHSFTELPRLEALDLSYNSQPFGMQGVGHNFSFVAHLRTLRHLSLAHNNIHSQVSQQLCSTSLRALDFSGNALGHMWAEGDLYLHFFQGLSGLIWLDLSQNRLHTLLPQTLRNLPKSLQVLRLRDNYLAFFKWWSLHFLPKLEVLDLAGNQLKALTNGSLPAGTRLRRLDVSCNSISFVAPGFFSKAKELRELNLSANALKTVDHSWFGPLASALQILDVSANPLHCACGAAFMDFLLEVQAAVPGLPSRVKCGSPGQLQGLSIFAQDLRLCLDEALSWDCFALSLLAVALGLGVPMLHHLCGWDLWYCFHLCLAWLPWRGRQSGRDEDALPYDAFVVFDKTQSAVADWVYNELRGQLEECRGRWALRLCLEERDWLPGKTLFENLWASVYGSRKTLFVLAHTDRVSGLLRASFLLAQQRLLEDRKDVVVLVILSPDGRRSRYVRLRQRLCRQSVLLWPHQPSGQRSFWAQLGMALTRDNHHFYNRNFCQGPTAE
ABHD5 PLIN5 PPI – inhibitors of human ABHD5-perilipin-5 interaction | Q00G26+Q8WTS1 | Split G. princeps luciferase complementation, luminescence, 4 h | 360,000 tested, 0.78% active | AID 602281 | inhibition, % at 4 µM;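 active means inhibition above the mean inhibition across every tested compound plus 3 SD, cut at about 22% in these data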;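 further: 0% = DMSO only wells and the 100% control is not disclosed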
MC4R ag barr – human MC4R agonism via beta-arrestin. activation, % at 8.9 µM. U2OS MC4R beta-arrestin complementation, luminescence; percent of melanotan II response, DMSO zero. P32245. 360,000 tested, 0.98% active. AID 540308;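 active means activation above a per-plate cutoff, the mean activation of sample wells on that plate plus 3 SD, cut at about 8% in these data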
Glyco luc inh – N-linked glycosylation inhibition; reporter increase, % at 12.5 µM; D54 ERlucT glycosylation luciferase reporter, 24 h; percent of 100 nM tunicamycin response; 360,000 tested, 0.23% active;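 active means mean luciferase reporter signal, scaled so untreated is 0 and the glycosylation-blocking control 100, at or above a set limit in every replicate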;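 further: luciferase carries N-glycosylation sites so blocking glycosylation raises the light; 0% = median of neutral control wells and 100% = median of 100 nM tunicamycin wells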
H9c2 protect – myocardial damage modulation in H9c2 cells. AID 588492. H9c2 cardiomyocytes, H2O2 injury protection, ATPLite, 2 h. protection from H2O2 cell death, % at 20 µM. 360,000 tested, 0.63% active;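 active means compounds giving at least 50% protection of heart cells from peroxide-induced death in the single-dose screen, raw or plate-pattern-corrected value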;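 further: 0% = DMSO wells with peroxide and 100% = DMSO wells without peroxide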
* hit, by the source's call; x = not tested or not shown. This is a subset. The share of hits here may be higher or lower than overall.

SMILES	ABCB6 inh 2	MC4R antagonist	SRC2 inh	NOD2-RIPK2 inh	HTR2A ag	TLR9-MyD88 block	ABHD5 PLIN5 PPI	MC4R ag barr	Glyco luc inh	H9c2 protect
CC1(C)CC(=O)C2=C(C1)OC1=C(C(=O)CC(C)(C)C1)C2c1cc([N+](=O)[O-])cc([N+](=O)[O-])c1O	103	1	-9	-1	0	-1	5	-1.5	-3	-6
Cc1ccc(CNC(=O)C2(C)CCN2C(=O)Cc2ccc(-c3ccccc3)cc2)cc1 (configuration not stated)	101	13	14	5	-2	x	5	0.0	-3	-7
CC(C)c1nnc(NC(=O)CCC(=O)NCc2cccs2)s1	79	0	-34	-2	1	-3	5	-1.5	4	6
COc1ccc(OCC(=O)NCc2n[nH]c(=O)c3ccccc23)cc1	100	5	-25	-9	8	-11	-12	-0.7	3	78*
COc1ccc(C)c2sc(N(CCCN(C)C)C(=O)c3ccc4c(c3)OCCO4)nc12	96	0	-21	5	21*	-1	23*	-0.9	0	7
CCO[C@H]1OC(C(=O)N2CCN(Cc3ccc4c(c3)OCO4)CC2)=C[C@@H](c2ccc(C(F)(F)F)cc2)[C@@H]1CCCO	92	-2	9	9	-6	-10	4	0.1	-8	-2
O=C1NCCN1CCN1C(=O)c2ccccc2NC1c1ccccc1 (configuration not stated)	91	4	-10	-3	-6	7	0	0.9	1	0
CC(O)[C@H]1CNC(=S)N1CCc1cccc(F)c1 (some centres not stated)	97	3	-10	-2	1	1	-6	-2.2	1	10
c1ccc(CCN2CN(CCCN3CCOCC3)c3nc4ccccc4n3C2)cc1	99	0	4	-9	-4	1	-3	-0.8	-2	14
Cc1ccc2c(c1)C(=O)N1[C@H]3c4cc(C)ccc4OC[C@@H]3[C@H](c3ccccc3)[C@]1(C)C(=O)N2	101	10	-16	-10	-9	-5	-10	-1.9	24	-5
CCCn1c(SCC(=O)NCc2ccc3c(c2)OCO3)n[nH]c1=O	105	5	-3	4	1	-2	0	-1.4	3	4
CSc1ccccc1NC(=O)CN(C)C(=O)c1ccc2c(c1)OCCO2	90	3	-18	-8	4	-4	0	-1.8	-1	4
CC(C)(C)c1ccc(-n2ncc3c2CCCC3NC(=O)CCN2CCCC2=O)cc1 (configuration not stated)	103	5	37	-3	1	1	-3	-0.6	1	-20
CSc1nc(-c2ccco2)nn1C(=O)c1ccccc1	97	10	0	-2	4	-6	5	-0.9	2	14
COc1cc(Nc2nc3ccc(Cl)cc3n3cnnc23)cc(OC)c1OC	93	13	-9	-8	-2	-4	4	-0.7	2	18
C[C@H](CO)N1C[C@H](C)[C@@H](CN(C)S(=O)(=O)c2cn(C)cn2)Oc2c(NS(=O)(=O)c3ccc(F)cc3)cccc2C1=O	89	6	14	-7	-4	-5	-1	-0.4	0	10
O=C(CNc1cccc(C(F)(F)F)c1)N/N=C/C1CCCCC1	99	0	-10	-2	-1	1	-11	1.4	0	-10
COc1cc(CNc2ccc3[nH]c(=O)[nH]c3c2)ccc1OCc1ccc(F)cc1Cl	105	6	1	2	-3	-3	-2	4.3	2	2
O=C1CC[C@@H](CN(Cc2ccccn2)Cc2nc(-c3ccc(C(F)(F)F)cc3)no2)N1	97	8	-28	-6	0	-8	0	-1.4	1	2
O=C(NC(NCc1cccnc1)C(Cl)(Cl)Cl)c1cccc2ccccc12 (configuration not stated)	99	13	-25	-1	-2	-7	-1	-2.7	-1	-14
CNC(=O)CSc1nccn1Cc1ccc(Cl)cc1	99	-4	9	-13	0	6	-1	-0.5	1	1
COC(=O)CCC(=O)N1CCCC(C(=O)c2ccc(Cl)cc2C)C1 (configuration not stated)	100	1	-14	-7	0	-12	-4	0.9	-1	0
CCNC(=O)CC1C(=O)N(c2ccc(C)cc2)C(=O)N1CCOC (configuration not stated)	93	2	-2	-6	1	-1	1	-2.1	1	-2
O=C(Cc1cccc(NC(=O)C2CCCN(C(=O)C3CC3)C2)c1)Nc1cccc(C(=O)N2CCCCC2)c1 (configuration not stated)	96	-2	-17	-19	2	10	8	-0.5	1	0
Cc1oc(-c2ccccc2F)nc1CS(=O)(=O)CC(=O)NCCCN1CCc2ccccc2C1	101	10	6	-9	-3	-7	-1	-1.5	-1	-5

Other compounds follow.
SMILES	ABCB6 inh 2	MC4R antagonist	SRC2 inh	NOD2-RIPK2 inh	HTR2A ag	TLR9-MyD88 block	ABHD5 PLIN5 PPI	MC4R ag barr	Glyco luc inh	H9c2 protect
COc1cc2c(cc1O)CC[n+]1cc3c(OC)c(OC)ccc3cc1-2	98	-24	-4	-5	-2	-9	0	-0.9	3	-1
O=C(COC(=O)c1cc[n+]([O-])cc1)NC(=O)c1ccc(OC(F)F)cc1	90	-2	-3	6	-4	4	4	-0.5	1	-4
Cc1ccc(S(=O)(=O)/N=c2\ccc(Cl)cn2C(F)F)cc1	96	4	-27	5	-1	-1	-4	-0.3	1	8
O=C(CSc1cccc[n+]1[O-])c1cc2ccccc2o1	105	-1	x	-13	-1	5	7	3.3	-2	-14
O=C(CN1C(=O)NC2(CCCc3ccccc32)C1=O)NCc1ccco1 (configuration not stated)	99	-2	-17	-3	6	1	0	-1.0	3	-7
CCN(CC)C1Oc2cc3c(cc2C(c2cc(OC)c(OC)c(OC)c2)C1C)OCO3 (configuration not stated)	93	-44	29	6	-1	1	-3	0.6	10	1
O=C(CCSCCC(=O)NCc1cccs1)NCc1cccs1	105	6	-23	0	-2	0	-7	-2.2	0	11
COc1ccc(/C(C)=N/NC(=O)c2ccc(NS(=O)(=O)c3cccs3)cc2)cc1	101	18	-16	-16	-5	-1	-6	1.7	-2	-1
CCNc1ncnc2c1cnn2C1CCCCO1 (configuration not stated)	99	-4	6	-3	1	-3	2	-2.5	-1	2
O=C1c2ccccc2C(=O)N1CCc1ccccc1	97	1	-54	0	5	-3	-2	-0.8	2	5
CN(Cc1nc(-c2cnccn2)no1)Cc1cccc2ccccc12	96	5	-28	1	-8	9	-5	-1.1	0	2
CCOC(=O)c1sc(NC(=O)c2cccc(S(=O)(=O)N3c4ccccc4CC3C)c2)cc1C (configuration not stated)	88	4	4	4	5	-2	0	-2.8	-9	-1
O=C(CSc1nnnn1-c1ccc2c(c1)OCCO2)c1cccc2c1OCCO2	93	22	-10	-8	6	-5	-6	1.1	0	-8
CCn1c(N)c(C(=O)COC(=O)CCc2nc3ccccc3c(=O)[nH]2)c(=O)[nH]c1=O	101	9	17	-10	1	-7	6	1.3	11	33
Cc1ccccc1C(=O)c1cccn1CC(=O)NCCCN1CCCCC1	100	6	-1	8	-6	4	-1	0.3	1	2
Cn1c(=O)n(C)c2cc(NS(=O)(=O)c3cccs3)ccc21	105	3	-28	6	-1	1	4	-0.8	11	5
CC1CC(C)CN(C(=O)CNC(=O)Cn2ccc3ccccc3c2=O)C1 (configuration not stated)	104	8	-10	-24	2	-2	-5	-2.9	1	8
Cn1c(N)c(C(=O)CSc2nnc3n2CCCCC3)c(=O)n(C)c1=O	94	1	-2	-6	2	-2	0	0.1	3	5
COC(=O)c1c(-c2ccccc2)csc1N	87	-6	-2	-1	-1	5	-3	-1.9	x	-14
CCCCc1c(C)[nH]c2nc3ccccc3n2c1=O	95	24	7	-4	-4	0	-5	2.1	4	-4
COc1ccc(N2CC(O)=C(c3nc(-c4ccc(Br)cc4)cs3)C2=N)cc1	98	7	5	-3	4	-3	8	4.2	-4	2
COc1cccc(-c2cc(CNC(=O)[C@H]3O[C@@H](n4ccc(N)nc4=O)[C@H](O)[C@@H]3O)no2)c1	105	x	-18	-4	0	x	1	x	2	1
O=C(CCC(=O)N(CC(=O)NC1CCCCC1)Cc1ccco1)Nc1nccs1	92	7	-37	-1	2	-9	6	0.0	3	15
O=c1c(-c2ccnn2-c2ccccc2F)cnc2n1CCS2	98	6	-32	-2	4	5	4	0.0	-1	-5
O=C(NCc1ccccn1)c1ccc(NS(=O)(=O)c2cccc(Cl)c2)cc1	98	-4	-19	-4	1	-1	-1	-2.8	-2	-1

Going on with the list:
SMILES	ABCB6 inh 2	MC4R antagonist	SRC2 inh	NOD2-RIPK2 inh	HTR2A ag	TLR9-MyD88 block	ABHD5 PLIN5 PPI	MC4R ag barr	Glyco luc inh	H9c2 protect
COc1ccc(CCNC(=O)C2=CCN(S(=O)(=O)c3ccc(F)cc3)CC2)cc1OC	101	-6	-20	-5	7	-5	2	1.5	2	3
CC(C)C[C@@H]1Cc2[nH][nH]c(=O)c2[C@H](C(C)C)O1	105	x	40	0	2	x	0	x	x	x
CCOC(=O)C1CCN(S(=O)(=O)c2ccc(OCC(=O)OC)cc2)CC1	99	24	-2	-5	-1	-3	-13	-1.2	1	13
CC1(C(=O)NCC2CCCCC2)CCN1C(=O)Cc1ccc(-c2ccccc2)cc1 (configuration not stated)	104	8	-17	4	-4	x	-6	5.4	0	-9
O=C(CSc1nc(O)c(Cc2ccccc2)c(=O)[nH]1)Nc1nc2c(s1)CCCC2	97	-2	-14	-5	2	2	-5	0.5	1	14
O=C(NCC(c1ccco1)N1CCc2ccccc2C1)c1ccccc1Br (configuration not stated)	99	0	1	-2	0	-7	1	-4.1	1	-4
O=C1CCCC(O)=C1C(C#Cc1ccccc1)C1=C(O)CCCC1=O	103	0	x	0	-3	-3	10	-1.6	-6	10
CC1(C(=O)NCc2ccccn2)CCN1C(=O)Cc1ccc(Cl)cc1Cl (configuration not stated)	101	-1	-31	-10	11	x	-1	0.8	0	-5
Cn1cc(S(=O)(=O)CC(=O)Nc2ccc(Br)cc2)c2ccccc21	98	-4	12	-1	2	11	-4	0.6	1	7
CC#C[C@@H](CC)c1ccc2ccn(C)c2c1	105	0	-44	-7	-3	-9	0	1.1	3	2
COc1ccc(-n2nc(C(=O)O)nc2-c2ccccc2)cc1	104	0	-24	3	5	0	-8	1.1	2	6
Cc1cc(NC(=O)COn2nnc3ccc(Cl)cc32)no1	96	9	-10	-3	-4	0	4	-1.0	3	-4
CCc1c(C)c2c(C)nn(-c3ccccc3)c2[nH]c1=O	103	-1	-13	-7	-4	6	-3	-0.7	4	-1
O=S(=O)(c1ccc(Cl)c(NC(=S)Nc2cccc(O)c2)c1)N1CCOCC1	100	0	0	-9	0	3	6	1.0	2	-2
COc1cc2nc(CN(C)CC(=O)Nc3ccc(N4CCOCC4)cc3)[nH]c(=O)c2cc1OC	97	12	13	-2	4	-7	-1	0.3	3	17
Cn1c(SCC(=O)N2CCCc3ccccc32)nnc1-c1ccco1	110	-2	20	5	2	0	-8	-1.7	1	28
Cc1cc(C)n(-c2nc3ccccc3nc2N2CCCCCC2)n1	96	7	-3	5	6	5	3	3.2	-2	1
COc1ccccc1N1CCN(CCCCCCOc2ccc(F)cc2)CC1	99	1	-28	-1	-5	-3	3	0.8	-6	-11
